Source: PubChem BioAssay
NSD2 inh = blocks human histone methyltransferase NSD2 | actives 0.54% (n = 310,000) | AID 743445 | inhibition, % at 12.5 µM | NSD2 peptide methylation, AlphaScreen, 120 min; in the data active means inhibition above about 50%
cardiac RTF act = increases calcium sensitivity of human cardiac regulated thin filaments. P19429+P45379. IANBD-labeled TnC RTF fluorescence at EC20 calcium; 0% EC20 calcium, 100% full calcium. activation, % at 7.2 µM. actives 0.24% (n = 340,000);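 active means activation above the mean over all tested compounds plus 3 SD, cut at about 30% in these data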;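 further: rise in fluorescence read as greater calcium sensitivity of cardiac thin filaments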
dFosB activator = mouse delta FosB homodimer activation. purified delta FosB, TAMRA-CDK5 oligo fluorescence polarization; percent of positive-control signal above neutral wells. activation, % at 25 µM. actives 0.99% (n = 340,000);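 active means mean activation above about 17%, with every replicate also reaching it, limit read from the data, passing the limit was not always enough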;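 further: fluorescence polarization rise as delta FosB binds a TAMRA Cdk5 AP-1 oligo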
C-LANA FP = blocks KSHV LANA C-terminal domain binding to DNA; MBP-C-LANA/FAM-LBS DNA binding, fluorescence polarization; inhibition, % at 9 µM; actives 0.078% (n = 340,000); AID 504423;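 active means highest replicate inhibition at or above 60% at 9 µM, even if other replicates fall short; inactive means all replicates below 60% inhibition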;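 further: 0% = neutral control wells and 100% = 4 µM acridine orange control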
Rtt109 HAT inh = inhibitors of Candida albicans Rtt109/Vps75 histone acetyltransferase; Q5AAJ8; purified Rtt109/Vps75, ThioGlo CoA-SH fluorescence, 4 h; inhibition, % at 34.9 µM; actives 0.16% (n = 330,000); AID 540336;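 active means inhibition of at least 50% in every replicate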
Target sequence (Q5AAJ8 whole entry, looked up): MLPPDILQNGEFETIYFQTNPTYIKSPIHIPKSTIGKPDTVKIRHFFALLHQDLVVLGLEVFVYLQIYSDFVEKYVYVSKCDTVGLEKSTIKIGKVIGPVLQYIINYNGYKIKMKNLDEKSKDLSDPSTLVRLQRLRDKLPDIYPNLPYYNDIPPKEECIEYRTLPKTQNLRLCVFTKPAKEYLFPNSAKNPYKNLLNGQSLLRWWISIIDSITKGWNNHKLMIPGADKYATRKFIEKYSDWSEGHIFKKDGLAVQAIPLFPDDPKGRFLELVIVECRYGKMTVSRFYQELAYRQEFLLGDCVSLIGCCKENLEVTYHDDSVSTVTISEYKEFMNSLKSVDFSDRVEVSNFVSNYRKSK
SUMO Mot1 rescue = blocks SUMOylation pathway, rescuing yeast Mot1-301 growth. growth rescue, % at 18.8 µM. S. cerevisiae Mot1-301 growth rescue, ATP luminescence, 38.5C; percent above DMSO median, 100 means doubled. actives 1% (n = 320,000);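 active means every valid replicate shows activation above 250% relative to neutral control wells; inactive means the rest, any valid replicate at or below 250%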;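 further: OY570 slx delta 5 strain wells were the positive control but not used for scaling; some compounds called inactive have numbers as strong as hits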
CDK5 inh = inhibitors of human CDK5/p35 kinase; Recombinant CDK5/p35, ADP-Glo luminescence, 60 min; actives 0.01% (n = 330,000); inhibition, % at 10 µM;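 active means highest replicate inhibition of at least 50% and at least 75% of replicates reaching 50%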;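 further: plate controls were DMSO neutral control for no effect and GW8510 at 10 µM for full effect; many of its hits are not listed in these tables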
PvdQ acylase = blocks Pseudomonas aeruginosa PvdQ acylase activity. purified PvdQ acylase, fluorescence plate reader. inhibition, % at 10 µM. actives 0.063% (n = 340,000). AID 488965; in the data active means inhibition above about 30%, passing the limit was not always enough;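 further: 0% = vehicle neutral wells and 100% = reference inhibitor wells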
PfHsp90 set2 = growth inhibition of yeast expressing Plasmodium Hsp90; actives 0.32% (n = 310,000); S. cerevisiae expressing PfHsp90, BacTiter-Glo ATP, 48 h; yeast lacking PDR1 and PDR3 efflux regulators; AID 504621; inhibition, % at 9.4 µM;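 active means every replicate shows inhibition above about 80%, whatever the replicate mean, limit read from the data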;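 further: 0% = DMSO neutral controls and 100% = 20 µM radicicol positive controls; yeast relying on Plasmodium falciparum Hsp90 in place of its own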
Keap1-Nrf2 PPI = inhibitors of human Keap1-Nrf2 protein-protein interaction | Keap1 Kelch-Nrf2 peptide fluorescence polarization, 1536-well | inhibition, % at 9.4 µM | actives 0.15% (n = 340,000) | AID 504523; in the data active means inhibition above about 12%;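 further: human Keap1 Kelch domain with fluorescein labeled Nrf2 9mer peptide probe; 0% = neutral control wells and 100% = peptide positive control; higher means more block of Keap1 binding to Nrf2 peptide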
Target sequence (Q14145 whole entry, looked up, the tested form may be a part): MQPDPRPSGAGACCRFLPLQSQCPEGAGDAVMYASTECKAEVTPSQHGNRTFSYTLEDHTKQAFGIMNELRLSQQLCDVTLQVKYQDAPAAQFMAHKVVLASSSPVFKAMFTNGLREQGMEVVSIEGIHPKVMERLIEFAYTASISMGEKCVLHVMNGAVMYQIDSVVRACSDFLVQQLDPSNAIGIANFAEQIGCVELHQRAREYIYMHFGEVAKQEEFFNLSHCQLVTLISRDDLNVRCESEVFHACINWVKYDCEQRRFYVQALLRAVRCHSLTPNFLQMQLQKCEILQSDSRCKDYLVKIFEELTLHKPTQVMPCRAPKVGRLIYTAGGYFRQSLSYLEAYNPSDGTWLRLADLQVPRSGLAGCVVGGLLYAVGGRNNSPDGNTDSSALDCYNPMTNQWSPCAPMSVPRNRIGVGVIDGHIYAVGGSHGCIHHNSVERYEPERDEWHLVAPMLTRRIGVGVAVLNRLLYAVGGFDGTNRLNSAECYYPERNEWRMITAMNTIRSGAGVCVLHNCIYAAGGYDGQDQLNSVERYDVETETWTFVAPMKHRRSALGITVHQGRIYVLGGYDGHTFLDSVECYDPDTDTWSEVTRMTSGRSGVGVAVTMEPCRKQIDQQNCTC
RTF Ca sens inh = cardiac RTF calcium desensitization; IANBD-labeled cardiac RTF, Ca2+ fluorescence; AID 493244; actives 0.12% (n = 340,000); P19429+P45379; inhibition, % at 7.15 µM;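 active means inhibition above the mean inhibition of all tested compounds plus 3 SD, cut at about 17% in these data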;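 further: assay run at fixed EC70 calcium of 1.6 mM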
* hit, by the source's call; x = no result given.

SMILES	NSD2 inh	cardiac RTF act	dFosB activator	C-LANA FP	Rtt109 HAT inh	SUMO Mot1 rescue	CDK5 inh	PvdQ acylase	PfHsp90 set2	Keap1-Nrf2 PPI	RTF Ca sens inh
CC(C)CC(=O)Nc1ccc2ccccc2c1	-3	-2	2	1.2	6	0	-1.3	-9	25	-5	-14
COc1ccc(C(=O)Nc2ccc(N3CCN(C(=O)c4ccccc4)CC3)cc2)cc1[N+](=O)[O-]	22	-4	-4	-1.0	11	-12	0.7	9	x	-1	-4
Cc1c(C(=O)NCCSCc2cccc(C(F)(F)F)c2)cnn1-c1ccc(Cl)cc1	-1	4	-24	-0.2	0	5	-0.6	-11	84*	-1	-1
CC1=CC(C)(C)NC(=S)N1NC(=O)c1ccccc1Cl	-2	-2	3	0.8	-16	-6	1.2	-7	1	2	0
COc1ccc(OCCCC(=O)N(C)CC(=O)Nc2ccccc2Cl)cc1	0	0	-7	-3.4	-2	1	0.1	-7	-7	-3	-3
CN=C(Nc1cc(Cl)ccc1Cl)SC1CC(=O)N(c2ccc(C(=O)OC)cc2)C1=O (centres undefined)	-1	3	4	1.3	5	-12	3.6	-20	x	-4	-7
Cc1cc(C)n(C(C)n2nc(C)cc2C)n1	2	-19	-1	1.1	-4	477	0.2	-4	x	2	-2
CC1CCN(c2nc3ccccc3n2CC(=O)c2ccccc2)CC1	0	2	-8	-0.9	-3	0	-2.4	-12	-12	2	-3
CCCS(=O)(=O)N1CCN=C1SCc1cccc(F)c1	-2	2	-2	0.7	-4	-1	4.4	-6	6	0	-2
COCCN(C(=O)COC(=O)C(C)(C)Oc1ccc(Cl)cc1)c1c(N)n(Cc2ccccc2)c(=O)[nH]c1=O	0	-3	-21	-0.4	-7	x	-2.4	-14	-12	-1	-15
C=C(C)c1cccc(C(C)(C)NC(=O)NCc2ccc(OC)c(OC)c2)c1	2	4	-4	0.2	3	0	0.2	-3	x	0	-5
Cc1ccc(N2CN=C(c3ccccc3)NC2=S)cc1	3	0	-2	3.7	-2	49	0.5	-11	-16	-3	-1
COc1ccc(-c2nc(CS(=O)CC(=O)NCCCN3CC(C)CC(C)C3)c(C)o2)cc1OC (centres undefined)	34	-3	2	0.7	-6	-1	-0.6	-7	20	-1	-2
O=C(NCCS(=O)(=O)NCc1ccccc1)c1ccccc1	-1	-4	-2	-1.4	2	-6	0.8	-10	8	0	-6
CC1CC(C)CN(C(=O)c2ccc3c(c2)N(Cc2ccccc2)CCS3)C1 (centres undefined)	x	1	-10	0.4	22	-5	-1.1	2	x	0	-3
COC1(OC)N=C(N)C2(C#N)C(c3ccccc3)NC(C)=CC12C#N (centres undefined)	-1	-2	-9	-0.1	5	135	-0.5	-14	3	-3	-13
COc1ccc(OC)c(N/C(C)=C/C(=O)c2ccc(C)o2)c1	2	2	-6	-3.0	-1	x	1.8	-11	x	-4	-10
N#CCCCC#Cc1ccc2c(c1)COc1c3ccccc3nn1-2	x	6	3	1.2	3	-17	1.5	-12	-16	-4	-2
COc1ccc(-c2nc3ccccc3c(=O)n2CCOc2cccc(C)c2C)cc1	-2	-3	-1	0.1	-1	-18	-5.1	-2	-12	2	5
CCC1C(=O)NCCN1C(=O)CCc1nnc(CCc2ccc(OC)cc2)o1 (centres undefined)	-8	3	0	0.0	-2	225	-0.4	-15	2	0	-11
C=CCn1c(COc2ccccc2-c2ccccc2)nnc1SCC(=O)NC(=O)NCc1ccco1	-1	1	-16	0.5	-16	21	0.4	-9	-23	-3	3
CC1CCC(NC(=O)CCS(=O)(=O)c2ccc3c(c2)NC(=O)CS3)CC1 (centres undefined)	x	2	-7	1.2	-9	284	0.4	-10	14	-3	-11
Cc1ccc(N2C(S)=C(C#N)C(=O)NC2c2ccco2)cc1 (centres undefined)	-21	2	-7	-0.2	-2	226	0.8	-12	x	-2	-4
COc1ccccc1C(CNC(=O)C1CC(=O)N(Cc2ccc(C)cc2)C1)N1CCCC1 (centres undefined)	1	-5	-2	-1.4	-4	-19	-0.1	-2	-7	-5	-1
c1ccc2nc3c(nc2c1)c1ccccc1n3CCN1CCOCC1	-3	1	-40	-9.5	-2	17	-0.2	-4	-18	1	-6
Continuation:
SMILES	NSD2 inh	cardiac RTF act	dFosB activator	C-LANA FP	Rtt109 HAT inh	SUMO Mot1 rescue	CDK5 inh	PvdQ acylase	PfHsp90 set2	Keap1-Nrf2 PPI	RTF Ca sens inh
CCN=C1SC(CC(=O)Nc2ccccc2OCC)C(=O)N1CC (centres undefined)	-2	-1	-10	-0.3	-8	-4	0.8	2	x	-4	-1
COc1ccc2oc(C(=O)Nc3nc4ccccc4[nH]3)c(C)c2c1	-4	6	8	0.0	-7	5	0.3	-3	30	1	6
N#Cc1ccc(C(=O)Nc2ccc(S(=O)(=O)NC3=NCCCCC3)cc2)cc1	x	6	-5	0.1	-2	-3	2.5	-8	15	-4	-6
O=c1oc2ccc(NS(=O)(=O)c3cccc4cccnc34)cc2s1	2	-1	3	0.6	27	8	-1.2	-10	-8	-6	-5
COCCNC(=O)C(=O)NNC(=O)CCc1ccccc1	1	4	3	-0.3	2	x	0.9	-13	29	-8	-1
O=S(=O)(c1ccc(Cl)cc1)c1nc(-c2ccco2)oc1N1CCOCC1	2	6	-5	0.9	-13	-12	2.4	-15	-4	-4	-6
CCOC(=O)c1cc(C)n(-c2ccc(OC)c(OC)c2)c1C	1	-8	-11	0.1	0	310	-0.1	-12	2	-1	-7
COc1cccc(N2CC(O)Cn3c2nc2c3c(=O)[nH]c(=O)n2C)c1 (centres undefined)	3	3	-2	0.8	1	2	-0.6	3	0	-3	-1
CCNc1c(NS(=O)(=O)c2ccc([N+](=O)[O-])cc2)c(=O)oc2ccccc12	11	-1	13	-0.6	0	-24	-4.0	1	7	-2	10
S=c1[nH]nc(C2CCCCC2)n1/N=C/c1c(Cl)cccc1Cl	8	0	-7	-0.5	6	-4	-0.3	6	-20	-5	6
COC(=O)c1ccc(-c2ccco2)n1Cc1ccccc1Cl	-1	9	5	-0.4	-4	-13	0.3	-5	1	1	0
COc1ccc(CCC(=O)NNC(=O)Nc2cc(Cl)ccc2C)cc1	-3	-2	-7	-2.7	-6	-1	0.3	1	16	0	-3
O=C(Nc1cccc(C(=O)O)c1)/C(=C\c1ccccc1)NC(=O)c1ccccc1	2	2	5	0.3	-2	-12	0.2	-12	-32	2	-8
CN(Cc1ccc(Cl)c(Cl)c1)C(=O)c1cccc(S(=O)(=O)N2CCN(Cc3ccccc3)CC2)c1	0	1	-1	-1.6	-1	-12	0.5	-17	17	0	-12
Cc1ccc(C)c(NC(=O)c2oc(=O)c3ccccc3c2-c2ccccc2)c1	-3	-1	-12	-0.1	2	-22	1.2	-11	-6	-2	-4
CC1CCCCC1NCc1cccc([N+](=O)[O-])c1 (centres undefined)	1	-6	2	-0.7	-6	-3	0.5	6	x	-3	3
COc1ccc(CC(=O)NC2CCSc3ccccc32)c(OC)c1 (centres undefined)	0	5	-11	-0.1	-5	-12	0.7	-6	-3	1	1
N#Cc1nc(-c2ccc(OCc3ccccc3)cc2)oc1NCc1cccnc1	3	1	-1	0.9	-23	11	-1.0	-3	-5	-4	-3
COc1ccc(C(=O)Nc2cc(C(F)(F)F)ccc2Cl)cc1OC	7	7	-13	-2.7	-2	1	-1.1	-1	x	-4	-2
Cc1cc2c(ncn2C)c(NS(=O)(=O)c2ccccc2Cl)c1C	-2	-5	-6	-1.8	-4	-5	1.8	1	-1	4	-5
Cc1cc2oc(=O)c3c(c2cc1OCc1nn[nH]n1)CCCC3	1	1	-10	0.2	-3	3	-2.9	3	-3	4	-5
COC(=O)c1c(-c2ccc(C)cc2)csc1NC(=O)Cc1ccc(OC)c(OC)c1	0	-2	-8	6.9	-5	x	0.4	-17	-14	4	-2
COC(=O)c1cccc(Cn2c(Cl)c(/C=N/NC(=O)c3ccco3)sc2=O)c1	-3	-6	11	-5.6	-1	2	x	9	1	-1	-6
N#CCCn1cc(C(=O)Nc2cccc(C(=O)O)c2)c(-c2ccc(Cl)cc2)n1	-2	-4	-4	-1.8	7	4	-0.8	5	-24	6	-8
Cc1cc(S(=O)(=O)Nc2ccc(C(=O)NCC(C)(C)N3CCOCC3)cc2)ccc1F	-1	0	-7	0.7	8	148	-3.1	1	20	1	-9
(further entries)
SMILES	NSD2 inh	cardiac RTF act	dFosB activator	C-LANA FP	Rtt109 HAT inh	SUMO Mot1 rescue	CDK5 inh	PvdQ acylase	PfHsp90 set2	Keap1-Nrf2 PPI	RTF Ca sens inh
Cc1c(Br)c([N+](=O)[O-])nn1CC(=O)Nc1ccc(Cc2ccncc2)cc1	-1	-5	-2	-0.2	31	0	-0.3	4	13	2	5
C=CCN1C(=O)CN=C1Nc1cc(C)ccc1C	1	-1	-8	-0.1	-17	9	-0.5	-10	-24	0	-6
Cc1cccc(NC(=O)CSc2nnc(CNC(=O)c3ccc(S(=O)(=O)N(C)C)cc3)n2-c2ccccc2)c1	0	-6	3	-1.3	-3	-4	1.2	-3	-15	-4	1
CN1CCN(S(=O)(=O)c2cccc(C(=O)NC3CCCc4ccccc43)c2)CC1 (centres undefined)	-2	-4	-12	0.1	7	-3	1.1	-6	1	-7	-13
Cc1ccc(NC(=O)CN2CCc3ccccc3C2)cc1	3	1	0	2.5	-7	-5	-0.9	-8	-7	0	1
CNC(=O)/C(C#N)=C/c1c(N2CCN(C)CC2)nc2c(C)cccn2c1=O	1	-3	-2	2.8	9	5	1.0	6	-18	-4	-2
COc1cccc(CC(=O)N2CCN(c3ccccc3[N+](=O)[O-])CC2)c1	-3	-4	-3	0.7	1	-3	-2.2	3	8	1	3
Cc1ccc(C(=O)OCCc2c(C)[nH]n(-c3ccccc3)c2=O)cc1	-2	1	-2	-0.4	-6	33	0.7	-2	x	6	9
COc1ccc(CNC(=O)c2ccc(N3CCC4(CC3)CC(c3ccc(Cl)cc3)=NO4)c(NC(=O)Cc3ccc(F)cc3)c2)cc1	x	-8	0	-0.1	0	-1	0.5	3	8	-4	-10
CC(C)(C)c1[nH]nc2c1C(c1ccco1)C(C#N)=C(N)O2 (centres undefined)	1	4	-2	1.0	-3	1	-0.8	-6	14	1	-36
CCn1c(SCC(=O)NC2CCCCC2)nnc1-c1cc2cccc(OC)c2o1	2	5	-27	0.3	-2	4	0.8	-14	-4	-3	-10
Cc1ccnc(NC(=O)COC(=O)C23CC4CC(CC(C4)C2)C3)n1	x	-3	-11	8.7	-17	183	2.0	-10	-18	-5	-14
COc1ccc(OC)c(NC(=O)CSc2nncc3ccc(OC)c(OC)c23)c1	4	-2	-4	3.0	13	-9	0.3	-4	-12	0	-7

For reference, some entries already given.
SMILES	NSD2 inh	cardiac RTF act	dFosB activator	C-LANA FP	Rtt109 HAT inh	SUMO Mot1 rescue	CDK5 inh	PvdQ acylase	PfHsp90 set2	Keap1-Nrf2 PPI	RTF Ca sens inh
COc1ccc(OC)c(N/C(C)=C/C(=O)c2ccc(C)o2)c1	2	2	-6	-3.0	-1	x	1.8	-11	x	-4	-10
N#CCCCC#Cc1ccc2c(c1)COc1c3ccccc3nn1-2	x	6	3	1.2	3	-17	1.5	-12	-16	-4	-2
COc1ccc(-c2nc3ccccc3c(=O)n2CCOc2cccc(C)c2C)cc1	-2	-3	-1	0.1	-1	-18	-5.1	-2	-12	2	5
